# Screens (PubChem)
# Chronic BCR inh – chronic active BCR signaling inhibition; Potency, µM (series often up to 46.1 µM), without a hit: at the top dose ratio change, negative = lower green/red ratio, most hits filed as inhibitors; AID 493014; ABC-DLBCL IkBa-CBG/CBR reporter, luminescence ratio, 4 h; hit rate 0.05% among 340,000; active = well fitted inhibition curve with a large enough effect in the signal ratio, with a control signal flat, not every such curve was filed as active; inconclusive = small, poorly fitted or top-dose-only effect, or effect the other way, or a change in a side signal; the % refers to the signal ratio;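 note: potency is the fitted concentration of half-maximal effect; plate controls were basal doxycycline-induced cells for no effect and cells given 10 µM MG132 for full effect; MG132 reads +100%, hits lower the ratio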
#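 TMD8 ABC-DLBCL cells carrying doxycycline-inducible green luciferase fused to IkappaBalpha plus unfused red luciferase were exposed to compounds (up to 46 uM) for 4 hrs at 37C. Activity came from the overlap-corrected green/red luminescence ratio.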
# Giardia killer – Giardia lamblia killing. Giardia lamblia trophozoite viability. hit rate 0.15% among 340,000. activity change, % at 7.66 µM, hits read low; in the data active = activity change below about -80%; inconclusive = between about -30% and that limit;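 note: parasites exposed to compound for two days anaerobically before the ATP read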
#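 Compounds were tested on trophozoites seeded at 100 cells/well and held 48 hrs at 37 deg C anaerobically. An ATP-based luminescent kit measured the remaining live cells.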
# Starred values were filed as active, the others as inactive; ? = inconclusive; . = not tested or not shown; & = joins results of further samples; [ ] = remark or other dose. Unless noted, % is set by controls: 0 for no effect and ±100 for the full control effect. Only part of the results is shown; rates above refer to the full screens.
molecule	Chronic BCR inh	Giardia killer
Cc1cc2nc(N(Cc3cccnc3)C(=O)c3ccc(Cl)s3)sc2cc1C	0%	.
COc1cc2c(cc1OC)C(COc1cc(C)cc(C)c1)N(C(=O)c1ccc(S(=O)(=O)N3CCCC3)cc1)CC2 (centres undefined)	-5%	.
CCOc1ccc(CCNC(=O)CCN2N=C(c3ccc(OC)cc3)CCC2=O)cc1OCC	?	.
Cc1noc(C)c1S(=O)(=O)NCCc1csc2nc(-c3ccc(F)cc3)nn12	?	.
CCN(CC)C(=O)c1sc2c(c1C)c(=O)n(-c1ccccc1)c(=O)n2CC(=O)Nc1ccc(C)cc1C	?	.
COc1ccc(S(=O)(=O)NCC(c2ccco2)S(=O)(=O)c2ccc(C)cc2)cc1C (centres undefined)	?	.
Cc1cccc(N2C(=O)N(Cc3ccc(C(C)(C)C)cc3)c3ccccc3S2(=O)=O)c1	18%	.
CCc1ccccc1NC(=O)c1cc(S(=O)(=O)N(CC)c2ccccc2)ccc1F	1%	.
COc1cccc(-c2ccc3c(N)c(C(=O)Nc4cc(F)ccc4F)sc3n2)c1	4%	.
COc1ccc(CCNc2ncnc3c2c(-c2ccccc2)cn3-c2ccc(Cl)cc2)cc1OC	-9%	.
Cc1ccc(-c2cn3c4c(=O)n(C)c(=O)n(C)c4nc3n2-c2cccc(Cl)c2)cc1	3%	.
CCCCn1c(=N)c(S(=O)(=O)c2ccccc2)cc2c(=O)n3cccc(C)c3nc21	7%	.
COc1ccc(-c2nc3sc(CCNC(=O)C(=O)Nc4c(C)cccc4C)c(C)n3n2)cc1	-3%	.
COc1ccc(CCNC(=O)C2c3ccccc3C(=O)N2Cc2ccccc2)cc1OC (centres undefined)	0%	.
O=C(NCC1CCCO1)c1c[nH]c2ccc(S(=O)(=O)Nc3cccc(C(F)(F)F)c3)cc2c1=O (centres undefined)	-1%	.
CC(C)(C)NC(=O)c1cnn2c(C(F)F)cc(-c3ccccc3)nc12	9%	.
CCOc1ccccc1Nc1sc(C(=O)c2ccc(Cl)cc2)c(N)c1C#N	?	.
Cc1ccc(S(=O)(=O)C(CNC(=O)COc2ccc(Cl)cc2)c2ccco2)cc1 (centres undefined)	-2%	.
CCc1ccc(NC(=O)c2ccc(F)c(S(=O)(=O)NCc3ccc(Cl)c(Cl)c3)c2)cc1	15%	.
Cc1ccc(-n2c(=O)c3c(C)c(C(=O)N(C)C)sc3n(CC(=O)N(C)c3ccccc3)c2=O)cc1C	-5%	.
COc1ccc(-c2nc3sc(CCNC(=O)c4ccc(C(C)(C)C)cc4)c(C)n3n2)cc1	-2%	.
COc1ccc(NC(=O)CSc2nc3ccccc3c(=O)n2CCC(=O)NC2CCCCC2)c(OC)c1	7%	.
COc1ccccc1CNC(=O)c1ccc2c(c1)N(Cc1cc(C)ccc1C)C(=O)c1ccccc1S2	-1%	.
CC(C)(C)c1ccc2c(c1)N(CC(=O)NCCCN1CCN(c3ccccc3F)CC1)C(=O)CO2	-16%	.
COC(=O)c1cnn(-c2ccc(C(=O)Nc3cc(OC)c(OC)c(OC)c3)cc2)c1N	?	.
CCN1CCN(C(c2ccccc2Cl)c2sc3nc(-c4ccco4)nn3c2O)CC1 (centres undefined)	18%	.
CC(=O)c1cccc(NC(=O)CSc2nnc3ccc(-c4ccc(C)cc4)nn23)c1	?	.
COc1ccc(C)cc1NC(=O)CSc1nc(=O)[nH]c2c1CCCC2	?	.
Cc1c(C(=O)N(C)C)sc2c1c(=O)n(-c1ccccc1C(F)(F)F)c(=O)n2Cc1ccccc1C#N	-16%	.
Cc1ccc(-n2c(SCC(=O)NCc3ccccc3)nc3n[nH]c(C)c3c2=N)cc1Cl	-7%	.
O=C(Nc1cc(Cl)ccc1Cl)c1cc(S(=O)(=O)N2CCCc3ccccc32)ccc1F	-2%	.
Cc1nc2c(C(=O)NCCc3ccc(Cl)cc3)cnn2c(C)c1Cc1ccc(F)cc1	15%	.
Cc1nc2c(C(=O)O)cnn2c(C)c1Cc1ccccc1	0%	.
Cc1ccc(NC(=O)c2cc(S(=O)(=O)NC3CCCCC3)ccc2F)cc1Cl	?	.
CNC(=O)C1CCN(Cc2cc3ccccc3n2Cc2cccc(C)c2)CC1	?	.
COc1ccc(N2CC(NC(=O)C(c3ccccc3)c3ccccc3)CC2=O)cc1 (centres undefined)	-13%	.
CCOc1ccc(N2CC(NC(=O)c3ccc(S(=O)(=O)N4CCCC4)cc3)CC2=O)cc1 (centres undefined)	-15%	.
Cc1cc(C)c2sc(N3CCN(C(=O)C4CC4)CC3)nc2c1	9%	.
COc1ccc(-c2nc3sc(CCNS(=O)(=O)c4c(C)cc(C)cc4C)c(C)n3n2)cc1	-19%	.
Cc1n[nH]c(C)c1CCc1nc2c3ccccc3nc(SCC(=O)Nc3ccc(F)cc3)n2n1	?	.
COc1ccccc1OCCn1c(NC(=O)c2ccccc2)nc2ccccc21	8%	.
Cc1ccc(-n2cc(-c3ccccc3)c3c(N4CCC(C)CC4)ncnc32)cc1Cl	3%	.
O=c1cc(-c2ccccc2)n2c(SCc3cccc([N+](=O)[O-])c3)nnc2[nH]1	9%	.
CCC1CCCCN1S(=O)(=O)c1cc(C(=O)Nc2ccc(C)c(F)c2)ccc1F (centres undefined)	?	.
CCCC1OC2C[C@@H]3[C@H]4CCC5=CC(=O)C=C[C@]5(C)[C@H]4C(O)C[C@]3(C)[C@]2(C(=O)CO)O1 (some centres undefined)	.	-15
COc1ccc(-c2nc3cccc(C)n3c2Nc2ccc(C)cc2)cc1	.	2
O=S(=O)(c1ccccc1Cl)N1CCN(c2nc(-c3ccccc3)nc3ccccc23)CC1	.	10
Cc1ccc(-c2nc(=Nc3c(C)cc(C)cc3C)sn2-c2ccccc2)cc1	.	-5
O=C(c1ccc2c(=O)n(Cc3ccco3)c(=S)[nH]c2c1)N1CCN(Cc2ccc3c(c2)OCO3)CC1	.	3
S=C(NCCCc1cnc[nH]1)NCCCN(Cc1ccc(Cl)cc1)c1ccc(-c2ccccc2)cn1	.	-3
Cc1ccc(NCc2cc3cc4c(cc3n(CC(=O)Nc3ccc(C)cc3)c2=O)OCCO4)cc1	.	11
Clc1ncc(C#Cc2ccccc2)c2ncncc12	.	13
O=C(Cn1c(=O)n(Cc2ccc(F)cc2)c(=O)c2sc3ccccc3c21)Nc1ccc(F)cc1F	.	15
CCOC(=O)C(C)Sc1ccc2nnc(-c3ccc(OCC)cc3)n2n1 (centres undefined)	.	-8
CC(C)CNc1ncnc2oc(-c3ccco3)c(-c3ccco3)c12	.	12
CCc1ccc(-c2nc3c(=O)n(C)c(=O)nc-3n(CC)n2)cc1	.	-91*
O=Cc1c[nH]c2ccccc12	.	19
O=C1c2ccccc2C(=O)N1c1cccc(O)c1	.	-30
CCOc1cccc(C2C=C(c3ccc4c(c3)OCO4)NC(c3cccc(Br)c3)N2)c1O (centres undefined)	.	-5
CCN(c1ccccc1)S(=O)(=O)c1c(-c2ccc(C)cc2)csc1C(=O)OC	.	4

# (list continues)
molecule	Chronic BCR inh	Giardia killer
CSc1ccccc1NC(=O)CCS(=O)(=O)c1nc(-c2ccc3c(c2)OCO3)cc(C(F)(F)F)n1	.	1
COc1ccc(C(=O)N(Cc2ccco2)Cc2cccs2)c(OC)c1	.	15
S=C(NCCCc1cnc[nH]1)NCCCN(Cc1ccc(Cl)cc1)c1cc(-c2ccccc2)ccn1	.	-24
Cc1ccc(S(=O)(=O)N2CCN(c3nc(-c4cccnc4)nc4ccccc34)CC2)cc1	.	-5
Fc1ccc(CNc2ncnc3nc[nH]c23)cc1	.	-13&-23
N=c1ccn2c(n1)OC1C(O)[C@@H](CO)O[C@H]12 (some centres undefined)	.	8
O=C1c2ccccc2C(=O)C1c1cc2ccccc2cn1	.	?
CCOC(=O)c1ccc(NC(=O)CSc2nc(-c3cccs3)cc(C(F)(F)F)c2C#N)cc1	.	5
COc1ccc(S(=O)(=O)N2CCN(c3ccccc3OC)CC2)cc1-c1noc(C)n1	.	-8
COc1ccc(C2Nc3ccc(NC(C)=O)cc3C(=O)N2Cc2ccccc2)cc1COc1ccc(NC(C)=O)cc1 (centres undefined)	.	-11
COc1cc(OC)c2c(c1)C(=O)OC2c1cc(OC)c(OC)cc1C (centres undefined)	.	-6
CN(c1ccccc1)c1nc(C#N)nc(N2CCOCC2)n1	.	4
Cn1nc(-c2ccc(F)cc2)nc2c(=O)n(C)c(=O)nc1-2	.	-89*
O=S(=O)(c1ccc2c(c1)OCCO2)N1CCN(CCc2ccccc2)CC1	.	-14
O=S(=O)(Nc1c(Br)cc(Br)c2cccnc12)C1CC1	.	25
O=C(Nc1ccc2nccnc2c1)N1CCCCCC1	.	-13
Cc1ccc(C(=O)C(OC(=O)CNC(=O)COc2ccccc2C)c2ccccc2)cc1 (centres undefined)	.	-25
O=c1[nH]c(SCc2ccccc2)ncc1S(=O)(=O)c1ccccc1	.	3
O=S(=O)(O)c1cccc2cccnc12	.	-17
O=S(=O)(c1ccc(F)cc1F)N1CCN(c2nc(-c3cccs3)nc3ccccc23)CC1	.	2
CC1(C)OC(=O)C2(Cc3ccc(Br)cc3N3CCCCC32)C(=O)O1 (centres undefined)	.	47[activator]
c1ccc(Nc2nc(Nc3ccccc3)nc(-n3cccn3)n2)cc1	.	-8
O=C(NCCc1nc2ccccc2n1CCCOc1ccccc1)C1CCCCC1	.	6
CCc1ccc(NC(=O)C2CCC(CNS(=O)(=O)c3ccc4c(c3)CC(C)N4C(C)=O)CC2)cc1 (centres undefined)	.	-7
Cc1ccc(-n2nc3c(=O)n(CCCC(=O)NCCc4ccccc4Cl)nc(C)c3c2C)cc1	.	-22
Cc1ccc(S(=O)(=O)N2CCN(c3nc(-c4cccs4)nc4ccccc34)CC2)c(C)c1	.	4
COc1ccc2c(c1OC)C(=O)OC2c1ccc(O)cc1 (centres undefined)	.	46[activator]
O=C(c1cc(Br)ccc1O)N(Cc1ccco1)Cc1cccs1	.	9
Cc1ccc(S(=O)(=O)N2CCN(S(=O)(=O)c3ccc4c(c3)OCCCO4)CC2)cc1	.	8
CC1(C)OC(=O)C2(Cc3cc([N+](=O)[O-])ccc3N3CCCCC32)C(=O)O1 (centres undefined)	.	-12
COc1ccc(/C=C\c2nccc3c2[nH]c2ccccc23)cc1	.	2
COC(=O)C(Cc1c[nH]c2ccccc12)NC(=O)COc1ccc(Cl)cc1Cl (centres undefined)	.	13
COC(=O)c1ccccc1NC(=O)CSc1nc2sc3c(c2c(=O)[nH]1)CCCC3	.	-2
O=C1c2ccccc2NC(c2ccccc2O)N1Cc1ccco1 (centres undefined)	.	-23
COc1ccccc1N1CCN(CC(O)COc2ccc(C)cc2C(C)(C)C)CC1 (centres undefined)	.	-4
CC(=O)c1ccccc1S(=O)(=O)N1CCN(c2nc(-c3cccs3)nc3ccccc23)CC1	.	6
COc1ccc(NC(=O)CCCS(=O)(=O)c2nc(-c3ccc(OC)c(OC)c3)cc(C(F)(F)F)n2)cc1OC	.	-8
CN1N/C(=C\c2ccccc2)N=C2C(=O)N(C)C(=O)N=C21	.	-105*
Cc1cc(Cl)ccc1Nc1nc(NCc2ccco2)nc2nccnc12	.	2
N#Cc1cccc(S(=O)(=O)N2CCN(c3nc(-c4cccs4)nc4ccccc34)CC2)c1	.	17
Cc1ccc(C)c(-c2csc(-c3c(N)c(C(=O)c4ccc5c(c4)OCO5)n4ccccc34)n2)c1	.	2
COc1ccc(CN(Cc2ccccc2)C(=O)Nc2ccccc2)cc1COc1ccc(NC(C)=O)cc1	.	-9
O=C(c1cccc2ccccc12)N1CCN(S(=O)(=O)c2ccccc2)CC1	.	3
COC(=O)CCSc1cc(NCCCOC(C)=O)c([N+](=O)[O-])c2nonc12	.	-1
CC(C)(C)c1ccc(OCCn2c(CCNC(=O)C3CCCCC3)nc3ccccc32)cc1	.	4
Cc1ccc2nc(-c3ccc(N=Nc4cc(S(=O)(=O)O)c5ccccc5c4O)cc3)sc2c1S(=O)(=O)O	.	-3
O=C(COC(=O)C12CC3CC(CC(C3)C1)C2)NCC1CCCO1 (centres undefined)	.	12
CCc1sc(-c2cc3cccc(OC)c3oc2=O)nc1-c1cc(C)ccc1C	.	8
CCN(CC)c1nc(C#N)nc(N2CCOCC2)n1	.	2
Cc1ccc(-c2nnc3ccc(SCC(N)=O)nn23)cc1	.	5
Cc1ccc(S(=O)(=O)N2CCN(c3nc(-c4cccs4)nc4c3ncn4COC(=O)C(C)(C)C)CC2)cc1	.	-3
Nc1nc(=S)c2n[nH]nc2[nH]1	.	17
CC1CCN(c2ccc(-c3nc(-c4ccccc4)no3)cc2[N+](=O)[O-])CC1	.	7
